Source: PubChem BioAssay (several laboratories)
Rab2A wt mod: modulators of GTP binding to Rab2A wildtype, primary screen, biochemical, dog, bead-based flow cytometry, multiplex; GTP binding activity, % at 10 µM; hit rate 0.19% among 190,000; GST-Rab2 wt beads, Bodipy-GTP binding;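 active = GTP binding activity at least 20 points away from 100%, either lowered or raised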;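 note: 0% = beads with excess unlabeled GTP and 100% = no-compound control corrected for plate trend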
Rab7 wt GTP bind: modulators of GTP binding to Rab7, primary screen, biochemical, wildtype, multiplex bead flow cytometry; Rab7 GTPase wild type (dog), Bodipy-FL-GTP binding; GST-Rab7 beads, fluorescent GTP binding; actives lie on both sides; untreated = 100%, excess cold GTP = 0%; GTP binding activity (percent of control), % at 10 µM; hit rate 0.055% among 190,000;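 active = fluorescent GTP binding to Rab7 beads changed by at least 20 points from the 100% baseline, either direction, mostly lower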;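 note: median green fluorescence of bound Bodipy-FL-GTP per Rab7 bead population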
HRas wt GTP bind: modulators of GTP binding to HRas wildtype, primary screen, biochemical, bead-based flow cytometry, multiplex. GTP binding activity, % at 10 µM. AID 759, 2007. GTPase HRas (Homo sapiens), P01112. GST-Ras wt beads, Bodipy-FL-GTP binding; actives lie on both sides. hit rate 0.14% among 190,000;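 active = GTP binding activity at least 20% away from the 100% baseline, either lowered as inhibitor or raised as activator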;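 note: 0% = unlabeled GTP competition control and 100% = no-compound control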
Target sequence (P01112 whole entry, looked up): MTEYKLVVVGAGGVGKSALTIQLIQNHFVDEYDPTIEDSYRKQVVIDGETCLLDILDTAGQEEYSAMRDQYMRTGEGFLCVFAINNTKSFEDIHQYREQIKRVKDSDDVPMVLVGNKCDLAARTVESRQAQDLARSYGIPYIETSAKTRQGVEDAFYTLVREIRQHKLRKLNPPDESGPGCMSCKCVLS
RGS8-Gao: RGS8-Galphao binding modulators, primary screen, biochemical, multiplexed bead flow cytometry. Guanine nucleotide-binding protein G(o) subunit alpha (Homo sapiens), P09471. actives lie on both sides. response (percent of control binding), % at 10 µM. hit rate 0.34% among 220,000; in the data active = response below about 60% or above about 140%; inactive = in between;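 note: Galphao activated as the GDP aluminium fluoride complex binding bead-coupled RGS8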
Target sequence (P09471 whole entry, looked up): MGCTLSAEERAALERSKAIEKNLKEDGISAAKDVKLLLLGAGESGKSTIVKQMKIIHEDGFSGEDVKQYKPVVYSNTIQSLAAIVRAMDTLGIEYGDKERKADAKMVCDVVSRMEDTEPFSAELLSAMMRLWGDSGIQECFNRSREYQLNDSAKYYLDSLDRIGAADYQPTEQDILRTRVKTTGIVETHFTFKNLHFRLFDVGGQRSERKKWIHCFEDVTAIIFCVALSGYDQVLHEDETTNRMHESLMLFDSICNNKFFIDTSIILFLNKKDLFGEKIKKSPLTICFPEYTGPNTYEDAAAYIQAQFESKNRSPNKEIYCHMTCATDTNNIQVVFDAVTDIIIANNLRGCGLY
Pf gametocyte: late stage P. falciparum gametocyte viability inhibitors, primary screen, ATP luminescence, HTS | P. falciparum stage V gametocytes, 24 h | inhibition, % at 10.9 µM | hit rate 0.065% among 150,000;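 active = inhibition above the mean plus 3 SD of compounds within the control limits, set per campaign, cut at about 38% in these data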;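 note: 0% = DMSO wells and 100% = medium only without gametocytes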
Mcl-1 Bim block: inhibitors of Bim peptide binding to Mcl-1, primary screen, biochemical, bead-based flow cytometry, multiplex; inhibition, % at 10 µM; AID 1009, 2008; hit rate 0.1% among 190,000; Bim peptide-Mcl-1 binding; Induced myeloid leukemia cell differentiation protein Mcl-1 (Homo sapiens), Q07820; in the data active = inhibition above about 40%;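 note: 0% = no compound tracer wells and 100% = peptide blocker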
Target sequence (Q07820 whole entry, looked up): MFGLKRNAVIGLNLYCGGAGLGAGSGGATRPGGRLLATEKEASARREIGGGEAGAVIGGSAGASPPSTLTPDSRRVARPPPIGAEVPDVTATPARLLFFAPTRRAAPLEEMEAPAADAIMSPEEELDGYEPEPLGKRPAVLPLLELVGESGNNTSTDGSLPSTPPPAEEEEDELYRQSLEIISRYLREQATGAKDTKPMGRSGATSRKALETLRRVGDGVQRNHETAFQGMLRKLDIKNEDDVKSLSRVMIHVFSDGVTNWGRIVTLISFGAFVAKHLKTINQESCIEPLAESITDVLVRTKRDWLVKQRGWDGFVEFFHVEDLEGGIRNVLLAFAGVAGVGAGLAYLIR
Rac1 act GTP bind: GTP binding modulators of activated mutant Rac1, primary screen, biochemical, bead-based flow cytometry, multiplex, fluorescent GTP | Ras-related C3 botulinum toxin substrate 1 (Homo sapiens), P63000 | AID 764, 2007 | hit rate 0.11% among 190,000 | percent activity (GTP binding), % at 10 µM | GST-Rac1 activated beads; actives lie on both sides; 100% means binding = to untreated wells;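 active = GTP binding at least 20 percentage points away from the 100% baseline, in either direction, so actives lie on both sides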
Mcl1-Bid inh: Mcl-1/Bid binding inhibitors, primary screen, biochemical, TR-FRET, 1536-well; TR-FRET Mcl-1/Bid-Dy647 peptide binding; hit rate 0.97% among 220,000; inhibition, % at 21.7 µM; AID 1021, 2008; Induced myeloid leukemia cell differentiation protein Mcl-1 (Homo sapiens), Q07820;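 active = compounds that cut the binding signal by more than half at the single screening dose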;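 note: His-tagged Mcl-1 with europium anti-His antibody binding Bid BH3 peptide; 0% = Mcl-1 plus peptide wells and 100% = peptide-only wells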
Mcl1 Noxa PPI: Mcl-1/Noxa binding inhibitors, primary screen, biochemical, TR-FRET, 1536-well; Induced myeloid leukemia cell differentiation protein Mcl-1 (Homo sapiens), Q07820; TR-FRET Mcl-1/Noxa peptide binding, 2 h; hit rate 1.5% among 220,000; inhibition, % at 21.7 µM;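 active = compounds that cut the protein-peptide binding signal by more than 50% relative to plate controls in a single-dose test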;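 note: His-tagged Mcl-1 with rhodamine Noxa BH3 peptide and terbium anti-His antibody; 0% = Mcl-1 plus Noxa peptide wells and 100% = peptide-only wells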
Rac1 wt modul: wildtype Rac1 GTP binding modulators, primary screen, biochemical, GST-Rac1 beads, flow cytometry, multiplex; AID 757, 2007; hit rate 0.27% among 190,000; Ras-related C3 botulinum toxin substrate 1 (Homo sapiens), P63000; fluorescent GTP binding; actives lie on both sides; 0 = cold GTP competed, 100 = untreated; GTP binding activity (% of control), % at 10 µM;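 active = GTP binding activity at least 20 points away from the 100% control level, either lower or higher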
Cdc42 wt GTP: modulators of GTP binding to wildtype Cdc42, primary screen, biochemical, multiplex bead flow cytometry, Bodipy-GTP; Cell division control protein 42 homolog (Homo sapiens), P60953; GST-Cdc42 beads; actives lie on both sides; percent activity (GTP binding), % at 10 µM; hit rate 0.2% among 190,000; AID 761, 2007;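 active = percent activity GTP binding at least 20 points away from the 100% baseline, either down as inhibitor or up as activator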;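 note: median bead fluorescence of bound Bodipy-FL-GTP at 100 nM; 0% = excess unlabeled GTP control and 100% = no compound control; below 100% means less GTP binding so inhibitor and above means activator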
* = called active by the depositor; · = not tested or not shown; [ ] = another dose, or the depositor's remark.

#	structure	Rab2A wt mod	Rab7 wt GTP bind	HRas wt GTP bind	RGS8-Gao	Pf gametocyte	Mcl-1 Bim block	Rac1 act GTP bind	Mcl1-Bid inh	Mcl1 Noxa PPI	Rac1 wt modul	Cdc42 wt GTP
1	CCc1c(C)nc2ncnn2c1N1CCCC(C(=O)NCc2ccco2)C1 (stereo not given)	99.0	101.0	101.0	93.8	-3.2	0.0	100.0	-15.0	8.9	100.0	102.0
2	COc1ccc(/C=N/NC(=O)c2ccccc2Cl)cc1CSc1nc2ccccc2s1	97.0	101.0	101.0	95.5	12.7	-1.0	99.0	-4.0	8.2	107.0	99.0
3	COC(=O)c1ccc(N2C(=O)CC(Sc3n[nH]c(C)n3)C2=O)cc1 (stereo not given)	100.0	102.0	103.0	96.4	-0.1	0.0	100.0	-16.8	52.8*	109.0	105.0
4	CC1CC(Nc2ccccc2N)=CC(=O)O1 (stereo not given)	96.0	96.0	98.0	100.2	·	1.0	95.0	-62.2	-1.2	101.0	91.0
5	CCOc1ccccc1C1C(C#N)=C(N)Oc2cc(C)n(Cc3ccccn3)c(=O)c21 (stereo not given)	104.0	101.0	104.0	99.5	-1.0	-2.0	102.0	-29.7	-5.0	109.0	107.0
6	CSc1nccc(-c2nn(-c3ccc(C)cc3)ccc2=O)n1	100.0	102.0	101.0	99.7	20.5	1.0	101.0	-23.1	-0.7	103.0	99.0
7	CCOc1c2ccc(C(=O)N[C@H](C)C3CCCCC3)cc2nn1CC	101.0	97.0	100.0	97.6	·	0.0	99.0	4.4	10.7	102.0	102.0
8	Nc1c(Cl)cc(Cl)cc1C(=O)OCC(=O)N1CCOCC1	100.0	107.0	100.0	95.2	5.1	0.0	102.0	-11.4	-9.3	98.0	98.0
9	CCN(CC)S(=O)(=O)c1ccc(N2CCOCC2)c(NS(=O)(=O)c2ccc(C)c(C)c2)c1	96.0	97.0	97.0	101.2	·	-7.0	96.0	-20.7	-17.2	97.0	98.0
10	CCCCN(C(=O)c1cc2ccccc2o1)c1c(N)n(CC(C)C)c(=O)[nH]c1=O	99.0	99.0	100.0	94.4	-15.8	0.0	97.0	15.1	19.5	103.0	94.0
11	O=C(Cn1c(=O)sc2ccccc21)Nc1nc2c(s1)CCCC2	97.0	98.0	97.0	102.9	-2.6	-4.0	98.0	-6.5	11.1	101.0	96.0
12	COc1ccccc1N1CCN(CC(=O)N2CCCC2)CC1	99.0	101.0	98.0	100.9	-14.6	0.0	98.0	43.9	28.6	100.0	100.0
13	COc1ccc2oc(=Nc3ccc(C(=O)O)cc3)c(C(=O)NCc3ccco3)cc2c1	92.0	98.0	91.0	99.5	16.1	0.0	88.0	-33.1	-15.4	89.0	89.0
14	CCC(CC)NC(=O)Nc1cccc(C)c1C	95.0	95.0	99.0	98.7	-4.0	1.0	96.0	-30.7	-0.1	100.0	95.0
15	CC(O)CNCCOc1ccccc1-c1ccccc1 (stereo not given)	99.0	103.0	99.0	92.2	19.2	-4.0	97.0	19.5	30.8	99.0	96.0
16	O=C1c2ccccc2C(=O)N1CCCCN(C(=O)c1ccc(Cl)s1)c1ccc(Cl)cc1	100.0	102.0	99.0	101.7	1.2	-6.0	100.0	2.7	14.3	102.0	101.0
17	Cc1ccc(-n2nnc3c(=O)n(CC(=O)NCc4ccccc4)cnc32)cc1	99.0	95.0	95.0	102.7	·	-5.0	93.0	-24.5	3.3	102.0	100.0
18	Cc1ccsc1/C=N/NC(=O)Cn1cnc2ccccc21	98.0	100.0	102.0	99.8	·	-3.0	104.0	-9.6	14.7	104.0	101.0
19	Cn1cnnc1SCCCN1C(=O)c2cccc3cccc(c23)C1=O	99.0	103.0	99.0	101.2	-3.1	-5.0	95.0	-17.9	4.3	99.0	98.0
20	Cc1oc(-c2ccccc2F)nc1CS(=O)CC(=O)NCc1ccc2c(c1)OCO2 (stereo not given)	96.0	97.0	96.0	104.4	·	-3.0	96.0	-3.6	7.2	100.0	94.0
21	S=c1[nH]nc(-c2ccco2)n1/N=C/c1ccccc1Cl	93.0	95.0	95.0	100.2	4.0	-5.0	93.0	-36.1	44.3	95.0	95.0
22	COc1cccc(C(=O)Nc2cc(C)on2)c1OC	98.0	100.0	96.0	99.6	-6.6	-2.0	98.0	-1.7	8.3	98.0	101.0
23	CC(C)OCCCNc1nc2c(c(=O)n(Cc3ccccc3F)c(=O)n2C)n1C	96.0	94.0	96.0	103.4	16.9	2.0	98.0	-52.1	9.2	93.0	95.0
24	Cc1ccc2cccc(NC3OC(=O)c4ccccc43)c2n1 (stereo not given)	98.0	101.0	101.0	116.4	-1.1	-4.0	96.0	-45.8	14.8	105.0	99.0
25	Cc1ccc(NC(=O)CC(C)N2CCCC2)cc1 (stereo not given)	101.0	106.0	103.0	101.1	·	0.0	100.0	11.7	3.2	108.0	102.0
26	COc1cc2nc(CN(C)Cc3ccc(F)cc3)[nH]c(=O)c2cc1OC	96.0	96.0	97.0	98.7	32.5	3.0	94.0	-0.6	-0.4	95.0	98.0
27	Cc1cc(C(=O)COC(=O)C2=COCCO2)c(C)n1-c1ccc2c(c1)OCO2	97.0	94.0	98.0	100.9	·	0.0	99.0	-52.9	-4.4	100.0	103.0
28	COc1ccc(CCN(C)Cc2ccc(OC)c(OCc3ccccc3)c2)cc1OC	97.0	100.0	98.0	105.9	·	-5.0	95.0	43.6	12.1	98.0	98.0
29	Cc1ccc(NC(=S)NNC(=O)c2c(Cl)c(C)nn2C)cc1	99.0	96.0	99.0	102.2	-15.5	0.0	97.0	-45.6	-16.4	100.0	100.0
30	Cc1ccc(-c2cc(C(=O)NC3=NCCS3)c3ccccc3n2)cc1C	103.0	100.0	105.0	106.3	·	-3.0	103.0	-14.7	12.5	107.0	102.0
31	Cc1nn(-c2cccc(C(=O)O)c2)c(C)c1Oc1ccccc1O	102.0	103.0	104.0	104.0	·	0.0	98.0	-4.8	17.1	109.0	107.0
32	C=CCN1C(=O)C(C)(C)N(C(C)=O)c2ccccc21	99.0	100.0	99.0	103.8	4.8	-3.0	101.0	1.5	-0.7	103.0	102.0
33	O=C(CN1CCCC1)Nc1ccc(F)cc1	100.0	96.0	97.0	105.0	11.1	2.0	97.0	3.2	17.1	98.0	99.0
34	Cc1cc(N2CCOCC2)ccc1/C=C1/SC(=O)NC1=O	94.0	97.0	94.0	101.3	0.0	0.0	94.0	-49.2	6.2	95.0	94.0
35	O=C(O)c1cn(Cc2ccccn2)c(=O)c2ccccc12	100.0	100.0	100.0	93.4	-10.5	-3.0	98.0	-12.8	11.6	102.0	101.0
36	CCCC(C)C(=O)Nc1ccc(S(=O)(=O)Nc2nccs2)cc1 (stereo not given)	100.0	102.0	96.0	101.0	-17.1	0.0	94.0	-10.0	7.9	98.0	98.0
37	Cc1cccc(NC(=S)N(CCN(C)C)C(C)c2ccco2)c1 (stereo not given)	100.0	99.0	100.0	100.6	-1.3	0.0	101.0	-64.8	15.9	99.0	101.0
38	COc1cccc(/C=C/C(=O)Oc2ccc(C(=O)c3ccc(F)cc3)cc2)c1	96.0	96.0	97.0	83.1	-8.2	19.0	98.0	6.0	-10.7	97.0	94.0
39	O=C(NCCOc1ccccc1)C1CCCN1C(=O)c1cccs1 (stereo not given)	101.0	99.0	102.0	101.8	-64.5	2.0	98.0	-23.6	-20.3	102.0	100.0
40	CC/C(=N/Nc1ccccc1)c1cnnc(-c2ccccc2)n1	96.0	94.0	99.0	101.3	-65.0	0.0	96.0	23.1	49.8	101.0	97.0
41	Cc1ccc(-n2nc(C)cc2NC(=O)CC#N)cc1	98.0	103.0	99.0	102.3	-8.5	3.0	95.0	-4.4	-4.4	102.0	95.0
42	CCOC(=O)c1c(CSc2ccccc2)n(C)c2cc(Br)c(OCC(O)CNC(CO)(CO)CO)cc12 (stereo not given)	107.0	104.0	113.0	102.5	5.2	·	113.0	29.9	20.2	120.0*[activator]	113.0
43	COc1ccc(C2NC3=C(CCCC3)C(C#N)(C#N)C2(C#N)C#N)cc1 (stereo not given)	105.0	108.0	106.0	95.1	·	-2.0	98.0	-110.0	17.7	103.0	105.0
44	CCOc1ccc2[nH]c(=O)c(CN(Cc3ccc(F)cc3)C(=O)c3ccco3)cc2c1	96.0	94.0	96.0	98.4	·	0.0	95.0	18.0	30.3	95.0	96.0
45	COC(=O)c1ccc(NC(=O)c2ccc(F)cc2)o1	95.0	96.0	96.0	100.9	-7.8	-6.0	95.0	-12.9	7.2	95.0	97.0
46	Clc1ccc(Oc2nc(Oc3ccc(Cl)cc3)nc(N3CCOCC3)n2)cc1	98.0	98.0	99.0	104.1	·	-1.0	94.0	6.9	-4.2	99.0	97.0
47	COc1ccc(CCNC(=O)c2ccc(N3CCCC3=O)cc2)cc1	101.0	102.0	99.0	99.8	-15.1	2.0	99.0	-13.2	15.0	102.0	100.0
48	COc1cccc(-c2cc(C(=O)NCC3CCCO3)c3ccccc3n2)c1 (stereo not given)	99.0	95.0	99.0	99.5	-3.3	-5.0	99.0	-14.6	24.4	101.0	102.0
49	CCOC(=O)N1CCN(C(=O)c2cn(CC)c3cc(N4CCN(C)CC4)c(F)cc3c2=O)CC1	99.0	102.0	98.0	98.8	·	-2.0	99.0	23.5	17.6	105.0	99.0
50	Cc1cc(-c2c(C)[nH]n(-c3ccc(Cl)cc3)c2=O)n(-c2ccccc2)n1	93.0	96.0	95.0	103.2	12.1	-6.0	90.0	-28.3	9.9	94.0	93.0
51	CCOc1ccc(S(=O)(=O)Nc2cc(OC)c(OC)cc2C(=O)O)cc1	97.0	97.0	99.0	104.4	·	-1.0	98.0	-13.6	5.4	99.0	101.0
